Compound activity as filed in PubChem.
M4 antag: antagonists of human muscarinic M4 receptor (CHRM4) | P08173 | AID 624125 | inhibition, % at 3 µM | CHO-hM4 cells, ACh EC80, Fluo-8 calcium fluorescence | 360,000 tested, 0.73% active;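 active = inhibition above its plate's cutoff, the mean inhibition of sample wells plus 3 SD, cut at about 27% in these data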;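 also: 0% = acetylcholine EC80 with DMSO and 100% = DMSO without agonist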
Target sequence (P08173 whole entry, looked up): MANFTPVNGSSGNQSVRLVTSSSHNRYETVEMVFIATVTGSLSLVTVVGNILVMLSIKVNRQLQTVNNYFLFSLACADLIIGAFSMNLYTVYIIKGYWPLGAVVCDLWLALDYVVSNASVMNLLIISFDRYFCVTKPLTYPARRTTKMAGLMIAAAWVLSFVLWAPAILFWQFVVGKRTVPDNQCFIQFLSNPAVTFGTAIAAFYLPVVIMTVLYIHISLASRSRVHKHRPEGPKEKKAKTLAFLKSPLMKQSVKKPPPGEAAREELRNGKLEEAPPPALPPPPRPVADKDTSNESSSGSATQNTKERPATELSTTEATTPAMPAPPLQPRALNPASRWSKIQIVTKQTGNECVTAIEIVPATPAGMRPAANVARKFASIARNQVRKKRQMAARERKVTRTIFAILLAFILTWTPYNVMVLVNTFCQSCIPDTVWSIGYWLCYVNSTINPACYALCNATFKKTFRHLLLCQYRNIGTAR
CHRM1 PAM: potentiates human M1 receptor response to acetylcholine | AID 588819 | CHO-K1 hM1, Fluo-8 calcium fluorescence, ACh EC20; 0% = ACh EC20, 100% = maximal ACh | 360,000 tested, 0.088% active | activation, % at 3 µM | P11229; in the data active = activation above about 19%, passing the limit was not always enough
M1 antag: blocks human M1 muscarinic receptor. P11229. inhibition, % at 3 µM. CHO-K1 hM1, Fluo-8 calcium fluorescence, ACh EC80 antagonist. 360,000 tested, 1.3% active;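 active = percent inhibition above its own plate's cutoff, namely the mean of that plate's compound wells plus 3 SD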;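 also: peak over basal fluorescence ratio during 140 s after agonist addition; 0% = ACh EC80 plus DMSO and 100% = DMSO alone without agonist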
CHO-K1 Ca antag: counter-screen for M1 antagonists: effect in parental CHO-K1 cells; inhibition, % at 3 µM; 360,000 tested, 0.6% active; ATP-induced calcium, Fluo-8 fluorescence;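 active = inhibition above a per-plate cutoff, the plate's mean sample inhibition plus 3 SD, cut at about 24% in these data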;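 also: 0% = DMSO plus EC80 ATP and 100% = DMSO alone without ATP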
CHO parental Ca: signal in parental CHO cells, OX1R antagonist counter-screen; parental CHO-K1, ATP-induced calcium, Fluo-8 fluorescence; inhibition, % at 5.6 µM; 330,000 tested, 0.63% active; AID 463079;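 active = inhibition above that plate's mean sample inhibition plus 3 SD, cut at about 26% in these data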;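 also: 0% = ATP-challenged DMSO wells and 100% = DMSO wells without ATP; some compounds past the cut are filed as inactive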
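Test system: parental CHO cells; detection: calcium-sensitive Fluo-8 fluorescence; evaluation: percent inhibition of calcium signal; also added: ATP as calcium-mobilizing challenge; repeats: one well per compound; control set: ATP-challenged DMSO wells low, unchallenged DMSO wells high; compound: single nominal dose of 5.6 µM per compound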
M1 ag: agonists of human M1 muscarinic receptor | 360,000 tested, 0.33% active | CHO-K1 hM1, Fluo-8 calcium fluorescence, agonist mode; 0% DMSO, 100% acetylcholine EC100 | activation, % at 3 µM | P11229 | AID 588814;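 active = activation above the run's mean compound activation plus 3 SD, cut at about 16% in these data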;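 also: peak over basal fluorescence ratio within a 140 s kinetic read after compound addition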
OXTR potentiator: human OXTR potentiation; P30559; CHO-OTR cells, Fluo-8 calcium fluorescence, potentiator mode; 0% = oxytocin EC15, 100% = EC100; AID 2445; activation, % at 3 µM; 320,000 tested, 0.061% active;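 active = activation above that plate's cutoff, the mean activation of tested compounds plus 3 SD, cut at about 6.6% in these data, passing the limit was not always enough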;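 also: 100% uses oxytocin at 75 nM as the full agonist control; some results filed as inactive read as strong as hits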
Target sequence (P30559 whole entry, looked up): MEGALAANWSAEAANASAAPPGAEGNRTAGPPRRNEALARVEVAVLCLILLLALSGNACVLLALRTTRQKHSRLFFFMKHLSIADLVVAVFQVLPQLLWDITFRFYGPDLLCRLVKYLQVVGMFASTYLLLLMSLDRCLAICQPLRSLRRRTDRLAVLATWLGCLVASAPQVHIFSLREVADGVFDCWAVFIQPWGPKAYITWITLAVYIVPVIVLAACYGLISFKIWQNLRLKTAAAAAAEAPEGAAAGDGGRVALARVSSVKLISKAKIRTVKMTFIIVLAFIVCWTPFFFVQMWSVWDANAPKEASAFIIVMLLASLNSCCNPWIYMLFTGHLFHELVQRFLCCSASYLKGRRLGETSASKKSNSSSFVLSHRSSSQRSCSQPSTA
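Dosing: Single dose, 3.0 µM nominal final compound concentration | Material: Human OTR in CHO cells | Technique: Kinetic Fluo-8 calcium fluorescence | Benchmarks: EC15 oxytocin alone as 0%, 75 nM oxytocin as 100% | Probe or stimulus: Oxytocin at about EC15, sub-maximal agonist stimulus | Incubation: Compound 6 min at room temperature before oxytocin, 100 s read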
M4 ag: CHRM4 agonism in calcium assay | activation, % at 3 µM | P08173 | 360,000 tested, 0.14% active | CHO-K1 hM4/Gqi5, Fluo-8 calcium fluorescence; vehicle 0%, full acetylcholine response 100%;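 active = activation above the run mean over all test wells plus 3 SD, cut at about 32% in these data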;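 also: peak over basal fluorescence ratio per well then scaled between controls; 0% = DMSO wells and 100% = acetylcholine at EC100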
CHO-K1 Ca ag: nonselective activator or artifact in parental CHO-K1 cells; 360,000 tested, 0.48% active; Fluo-8 calcium fluorescence; scaled to maximal ATP response, vehicle zero; activation, % at 3 µM; AID 602248; in the data active = activation above about 15%;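 also: untransfected CHO-K1 host cells lacking M1 receptor as counterscreen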
Active calls of the source: *; . = not tested or not shown.

SMILES | M4 antag | CHRM1 PAM | M1 antag | CHO-K1 Ca antag | CHO parental Ca | M1 ag | OXTR potentiator | M4 ag | CHO-K1 Ca ag
O=C(C1CCC1)N1CCc2cc(S(=O)(=O)NC3CCCc4ccccc43)ccc21 (stereo unspecified) | 7 | 2 | 1 | -9 | -10 | -5 | -8 | 0 | 0.6
C[C@@H]1CN([C@H](C)CO)C(=O)CCCn2cc(nn2)CO[C@H]1CN(C)S(=O)(=O)c1cccc(F)c1 | 3 | 4 | -6 | 7 | . | -6 | . | 1 | 1.1
COc1ccc(/C=C(\NC(=O)c2cccs2)C(=O)Nc2ccc(C)cc2)cc1OC | -7 | 0 | 5 | -9 | -17 | -2 | 3 | 9 | 2.7
COc1ccc(CCn2c(C3CCCCC3)nc3c(c(=O)c4ccccc4n3C)c2=O)cc1OC | -1 | -4 | 4 | -13 | -35 | -8 | -8 | 1 | 1.5
CC(=O)N1Cc2cc(C(=O)NCc3cccc(F)c3)nc(-c3cccc(C4=CCCC4)c3)c2[C@H]1CCO | 3 | . | . | -2 | . | . | . | 1 | 0.0
Cc1cc(=O)oc2cc(OC(=O)c3ccccc3)ccc12 | 3 | 0 | -5 | 1 | -17 | -6 | -1 | 1 | 0.4
Cc1ccc2cc(CN(Cc3nnnn3C3CCCCC3)CC3CCCO3)c(=O)[nH]c2c1 (stereo unspecified) | 1 | -1 | -2 | -16 | -17 | -6 | -8 | 0 | -0.1
Cc1nc2cc(C(=O)NCc3ccc4c(c3)OCO4)ccc2n1-c1ccc(Br)cc1 | 3 | -2 | 0 | 11 | -14 | -4 | -6 | 1 | 0.1
COc1ccc(N(CC(=O)NCCc2ccc(Cl)cc2)S(=O)(=O)c2c(C)[nH]c(=O)[nH]c2=O)cc1 | 6 | 6 | -7 | -4 | -8 | -2 | -11 | 2 | -0.8
Cc1onc(-c2ccccc2)c1-c1nnc(CN2CCN(S(=O)(=O)c3ccccc3)CC2)o1 | -2 | 2 | 2 | -6 | -18 | -2 | -10 | 10 | 7.4
Cc1ccc(C(=O)NCCc2nnc3c(C(F)(F)F)cc(Cl)cn23)o1 | -8 | 0 | -5 | -8 | -3 | -3 | -19 | -1 | 0.0
CCCc1nc2nc(C)c(NS(=O)(=O)c3ccc(CC(C)C)cc3)c(=O)n2[nH]1 | -5 | 13 | -1 | 4 | 1 | 7 | -12 | 0 | -0.7
O=C(O)c1ccc(S(=O)(=O)N2CCSCC2)cc1 | 0 | 7 | -13 | -4 | -2 | -2 | -14 | 0 | 0.4
Cc1cccc(C)c1NC(=O)CN(C)CCc1ccccc1 | -6 | 1 | -14 | -7 | . | -2 | . | 4 | 1.3
CCOc1ccc2c(c1)c1nnc(SCC(=O)N3CCCCC3C)nc1n2C (stereo unspecified) | -4 | 10 | -8 | -3 | -5 | -2 | -13 | 1 | -0.2
CCOC(=O)C1=C(c2ccccc2)OC(N)=C(C#N)C1c1ccco1 (stereo unspecified) | 7 | 8 | -13 | -27 | -17 | -2 | -3 | 1 | 1.3
CCN(CC)CCNC(=O)c1cc2cc3ccc(OC)cc3nc2o1 | 16 | 1 | -1 | -6 | -6 | -7 | -5 | 1 | 0.1
C[C@@H]1CN(C2CCN(Cc3nc(C(c4ccccc4)c4ccccc4)no3)CC2)C[C@H](C)O1 | 1 | -21 | 1 | -3 | 3 | -13 | -5 | 6 | -0.2
C/C(=N/OCC(=O)Nc1ccccc1)c1cccs1 | -3 | -5 | 14 | 4 | 3 | -1 | 1 | 3 | 1.3
O=C1N=C(N2CCN(Cc3ccccc3)CC2)S/C1=C/c1cccs1 | -11 | 6 | 2 | -10 | -22 | -2 | -4 | 1 | 2.3
CCn1c(=O)c2c(nc3n2CC(C)CN3CCc2ccccc2)n(C)c1=O (stereo unspecified) | -3 | 4 | -4 | 0 | -17 | -2 | -5 | 6 | 2.3
CC1CC(C)(C)NC(=S)N1CCCC(=O)Nc1ccc2c(c1)OCCO2 (stereo unspecified) | -8 | -8 | 23 | -4 | -17 | -3 | -11 | 22 | 5.2
O=C(COC(=O)c1cccc(Cl)c1)Nc1cccc(S(=O)(=O)NC2=NCCC2)c1 | 5 | 7 | -6 | -7 | -15 | -4 | -8 | 1 | 0.7
COc1cccc(/C=N/NC(=O)C(=O)Nc2ccccc2OC(F)(F)C(F)F)c1 | 3 | 2 | 8 | 3 | -9 | -11 | 1 | 3 | 0.8
O=C(O)COc1ccc(-c2nccc(-c3ccccn3)n2)cc1 | -2 | 13 | -11 | -7 | -7 | -8 | -2 | 1 | 0.9
CCCCOc1c(Br)cc(CNCCCN2CCOCC2)cc1OC | 3 | 12 | -12 | -9 | -19 | -2 | -3 | 4 | 5.4
Cn1cc(S(=O)(=O)N2CCOCC2)cc1C(=O)Nc1cccc(Cl)c1 | 2 | 13 | -14 | -2 | -5 | -2 | -3 | 1 | 0.3
O=C(CSc1nc2ccc(Cl)cc2[nH]1)NC1CCCc2ccccc21 (stereo unspecified) | -1 | -5 | 3 | 3 | -1 | -2 | -7 | 6 | 2.0
C=CCOC(=O)Cn1cnc2c(sc3nc(C)cc(C)c32)c1=O | -9 | 8 | -8 | -11 | -26 | -3 | -4 | 1 | 1.6
Cn1c(N)c(C(=O)COC(=O)c2ccc(OC(F)F)cc2)c(=O)n(C)c1=O | 13 | -1 | 10 | -9 | -7 | 0 | -9 | 4 | 3.0
O=C(/C=C\c1ccco1)Nc1nc(-c2ccc3ccccc3c2)cs1 | 7 | -15 | 16 | 2 | -32 | -9 | -6 | 5 | -0.6
C[C@H]1CN([C@@H](C)CO)C(=O)c2cccc(NC(=O)C3CC3)c2O[C@H]1CN(C)Cc1ccc(C(F)(F)F)cc1 | -2 | -2 | 7 | -5 | -29 | -5 | 11 | 0 | -0.5
COc1nc(N/N=C/c2ccc(C)cc2)nc(N2CCCCC2)n1 | 10 | -4 | 2 | 1 | -13 | -11 | 0 | 3 | 1.8
O=C(CSc1nnnn1-c1ccccc1)N1CCN(C(=O)c2ccco2)CC1 | 3 | 1 | -8 | -6 | -19 | -4 | -9 | 0 | -0.4
O=C(O)/C=C/C(=O)Nc1ccc(OC(F)(F)Cl)cc1 | 5 | 16 | -9 | -5 | -10 | -7 | -6 | 1 | 0.7
c1ccc2cc(CNCc3cccc4ccccc34)ccc2c1 | -2 | 1 | 1 | -16 | -21 | 2 | -9 | 6 | 8.3
COc1ccc(N2CCN(C(=O)CCc3c[nH]c4ccccc34)CC2)cc1 | -3 | 11 | -8 | -8 | -7 | -8 | -10 | 4 | 0.9
COc1cccc(/C=N/NC(=O)CNC(=O)c2ccc3c(c2)OCCO3)c1O | -4 | -6 | 1 | -7 | -11 | 0 | -7 | 11 | 5.5
C[C@H]1Cn2cnc(C(=O)N[C@@H](Cc3c[nH]c4ccccc34)C(=O)OC(C)(C)C)c2C(=O)N1 | -7 | -4 | -12 | -3 | . | 4 | . | 14 | 3.1
C(=N\N1CCOCC1)/c1ccsc1 | -5 | 0 | 6 | -10 | 1 | -3 | -7 | 0 | -0.5
NNC(=O)CSc1nc(-c2ccccc2)nc2c1CCCC2 | -1 | 14 | -4 | -3 | -18 | -10 | -1 | 2 | 2.6
N/C(=N\OC(=O)c1ccc(Cl)c(Cl)c1)c1cccc(CSc2ccccn2)c1 | -4 | 6 | -5 | -11 | 7 | -2 | -3 | 0 | 1.3
Cc1ccc(C(O)CSc2nnc(-c3ccc4ccccc4c3)n2C)cc1 (stereo unspecified) | -4 | 2 | -6 | -18 | -11 | 8 | -7 | 1 | 2.4
Cc1cccc(C)c1NC(=O)CSc1nnc(-c2cccnc2)o1 | 6 | 11 | -13 | -8 | -7 | -3 | -5 | 2 | 0.1
CCOC(=O)N1CCN(c2cc(=O)n(-c3ccccc3Cl)c(=O)[nH]2)CC1 | -11 | 15 | -21 | 9 | -6 | 3 | -3 | 1 | 1.9
O=C1N(Cc2cccnc2)C[C@@H]2C[C@@H](c3ccc(C(F)(F)F)cc3)N3CCC[C@@]123 | -5 | -1 | -12 | -17 | -33 | -10 | -4 | 0 | -0.2
CCn1c(C)[n+](CC)c2ccc(S(=O)(=O)NC)cc21 | 8 | 7 | 1 | 3 | -12 | -10 | -2 | 0 | 0.0
Cc1cc2cc(C)c3nnc(SCC(=O)Nc4ccc(S(=O)(=O)N5CCCCC5)cc4)n3c2cc1C | 1 | 7 | 0 | 10 | -7 | -2 | -4 | 1 | -0.1

Single values from above.
Cc1cc2cc(C)c3nnc(SCC(=O)Nc4ccc(S(=O)(=O)N5CCCCC5)cc4)n3c2cc1C | M4 ag = 1
Cc1ccc(C(O)CSc2nnc(-c3ccc4ccccc4c3)n2C)cc1 (stereo unspecified) | M1 ag = 8

The listing picks up; the 2 compounds before the break are reprinted first.
SMILES | M4 antag | CHRM1 PAM | M1 antag | CHO-K1 Ca antag | CHO parental Ca | M1 ag | OXTR potentiator | M4 ag | CHO-K1 Ca ag
CCn1c(C)[n+](CC)c2ccc(S(=O)(=O)NC)cc21 | 8 | 7 | 1 | 3 | -12 | -10 | -2 | 0 | 0.0
Cc1cc2cc(C)c3nnc(SCC(=O)Nc4ccc(S(=O)(=O)N5CCCCC5)cc4)n3c2cc1C | 1 | 7 | 0 | 10 | -7 | -2 | -4 | 1 | -0.1
Cc1nnc(NC(=O)c2ccc(C)c(S(=O)(=O)N3CCCCCC3)c2)s1 | -3 | 8 | -10 | -3 | -21 | 1 | -16 | 1 | 0.2
Cc1ccc(C(=O)C2CCN(S(=O)(=O)c3ccccc3C(=O)O)CC2)cc1 | 9 | 6 | -7 | -5 | . | -2 | . | -1 | 0.0
CC(C)OC(=O)CSc1nnc(-c2cnccn2)n1C | 15 | 12 | -15 | -2 | -9 | -2 | -7 | 1 | 0.3
O=[N+]([O-])/C(N=Nc1ccccc1)=N\Nc1ccccc1 | -2 | -9 | 10 | 6 | -8 | -5 | 1 | 0 | -0.1
CCN(CC)c1nc(-c2ccccc2)ncc1S(=O)(=O)c1ccc(C)cc1 | -10 | 0 | -2 | -8 | -2 | -4 | -14 | -1 | 0.6
CC(=O)N1CC(C)Oc2ccc(S(=O)(=O)Nc3ccc(Cl)cn3)cc21 (stereo unspecified) | -17 | 5 | -6 | -18 | -14 | 2 | 1 | 1 | 2.9
CCOC(=O)C(C)Sc1nc2c([nH]c3ccccc32)c(=O)n1C (stereo unspecified) | 5 | -7 | 8 | -8 | -33 | -11 | -7 | 1 | 0.0
CCCCC(=O)Nc1ccc2c(c1)nc(CN1CCN(C(=O)OCC)CC1)n2C | 7 | -7 | 20 | 10 | -12 | -11 | -9 | 0 | -0.6
COc1ccc(CCNC(=O)CCCCCNC(=O)N2CCn3c2nc2ccccc23)cc1OC | 5 | -3 | 4 | -14 | -13 | -4 | -3 | 4 | 2.1
FC(F)(F)Oc1ccc(NC(=S)Nc2ccccc2N2CCOCC2)cc1 | -1 | -7 | 8 | -4 | -9 | -3 | -6 | 4 | 4.5
NS(=O)(=O)c1ccc(NC(=S)NCc2ccc(Cl)cc2)cc1 | 4 | 13 | -7 | -13 | 24 | 2 | -11 | 3 | 1.4
